Screens: PubChem, several laboratories
RmlCD inh mix – RmlC and RmlD coupled enzyme inhibitors, primary screen, biochemical, 384-well, compound mixtures, retest. RmlC/RmlD coupled enzyme inhibition, 384-well mixture HTS. inhibition, % at 5.5 µM. actives 0.39% (n = 110,000); in the data active means inhibition above about 30%, passing the limit was not always enough; further: strong numbers were not always called active
RT RNaseH block – HIV-1 RT RNase H inhibitors, primary screen, biochemical, fluorescence. RT-RNase H RNA/DNA duplex cleavage. inhibition, % at 10 µM. actives 1.9% (n = 65,000); in the data active means inhibition above about 50%
Active calls of the source: *; i = inactive; . = not tested or not shown.

SMILES | RmlCD inh mix | RT RNaseH block
Cc1sc2nc(SCC(=O)NCc3ccco3)n(-c3ccccc3)c(=O)c2c1C | -9 | 27
O=C(N/N=C\c1cn[nH]c1-c1ccccc1)c1cccnc1 | -8 | .
O=C1CCC(=O)N1OCCCOc1ccc(Br)cc1Cl | 6 | -27
CC1(C)c2[nH]c3ccccc3c2C[C@H]2C(=O)N(Cc3ccccc3F)C(=O)N21 | -41 | .
CCCCOC(=O)c1ccc(NC(=O)C2CCCO2)cc1 (centres undefined) | -4 | 6
Cc1occc1C(=O)N/N=C/c1cnn(C)c1C | 6 | .
CC(=O)Nc1ccc(NC(=O)N2CCCCC2)cc1 | 3 | -13
CC1(C)N=C(N)NC(Nc2cccc(Br)c2)=N1 | -11 | .
CC(=O)OCCNC(=O)c1cccnc1 | -3 | .
CC(=O)C1=C(O)C(=O)N(c2cc(C(C)(C)C)on2)C1c1ccc(Br)cc1 (centres undefined) | -96 | 4
CCOC(=O)c1ccc(N/C=C2\CCCCC2=O)cc1 | 7 | .
O=C(c1cccc(C(F)(F)F)c1)N1CCC(O)(CS(=O)(=O)Cc2ccccc2)CC1 | 8 | .
Cc1ccc(-c2noc(CCC(=O)NCC3CCCO3)n2)cc1 (centres undefined) | -9 | .
COCCOCCn1cnc2ccccc21 | -17 | .
Cc1cccc(-n2c(CNC(=O)c3ccccc3)nnc2SCC(=O)Nc2nccs2)c1 | -3 | 0
CCc1cc2c(SCC(=O)O)ncnc2s1 | 7 | 7
CCOc1ccc2nc(SCC(=O)NCc3ccc4c(c3)OCO4)[nH]c2c1 | -21 | .
CCOC(=O)C1=C(C)N=c2s/c(=C\C(=O)OC)c(=O)n2C1c1ccc(OC)cc1 (centres undefined) | 6 | 8
O=C(Cn1c(=O)n(Cc2ccco2)c(=O)c2ccccc21)NCC1CCCO1 (centres undefined) | 4 | -12
Cn1c(=O)cc(SCC(=O)N2CCC3(CC2)OCCO3)c2ccc(Cl)cc21 | 10 | -15

Given as tab-separated lines: 5 of the compounds above.
SMILES	RmlCD inh mix	RT RNaseH block
O=C(c1cccc(C(F)(F)F)c1)N1CCC(O)(CS(=O)(=O)Cc2ccccc2)CC1	8	.
O=C(Cn1c(=O)n(Cc2ccco2)c(=O)c2ccccc21)NCC1CCCO1 (centres undefined)	4	-12
CCOC(=O)c1ccc(N/C=C2\CCCCC2=O)cc1	7	.
CCOC(=O)C1=C(C)N=c2s/c(=C\C(=O)OC)c(=O)n2C1c1ccc(OC)cc1 (centres undefined)	6	8
Cc1ccc(-c2noc(CCC(=O)NCC3CCCO3)n2)cc1 (centres undefined)	-9	.

More results.
SMILES | RmlCD inh mix | RT RNaseH block
O=C(CSc1nnc(Cc2ccccc2)n1-c1ccccc1)NNC(=O)Cc1ccccc1 | 6 | .
COc1ccc(F)cc1S(=O)(=O)N1CC(C)CC(C)C1 (centres undefined) | 9 | .
Cn1c(=O)c2c(nc(NCCNC(=O)c3ccco3)n2Cc2ccc(Cl)cc2Cl)n(C)c1=O | -6 | 6
CCn1c(=O)n(-c2ccc(Cl)cc2)c(=O)c2c3c(sc21)COC(C)(C)C3 | 11 | .
CCCCc1nnc(SCCSc2nnc(CCCC)n2N)n1N | -11 | -1
Cc1nc2nc(-c3ccco3)[nH]n2c(=O)c1Cc1ccccc1 | -20 | 2
O=C(Nc1ccc(-c2nc3cc(Cl)ccc3o2)cc1)C1CCCO1 (centres undefined) | -18 | .
O=C1CC(c2cccs2)Cc2nc(NCC3CCCO3)ncc21 (centres undefined) | -7 | -20
O=C(Cn1cccc1)Nc1ccc(OC(F)(F)F)cc1 | -8 | 3
CC(=O)c1c(O)n(C2CCCCCC2)c(=O)[nH]c1=O | -8 | -5
CC(=O)N(C1=NCCCS1)c1ccccc1F | 23 | -25
Cc1cc(C)n(CCc2nc(-c3ccco3)cs2)n1 | -6 | .
COc1cnc(N(C)C)nc1Sc1ccc(Cl)cc1 | -61 | .
Cc1ccc2c(c1)N(C(=O)CSc1nncn1C)C(C)(C)c1ssc(=S)c1-2 | -4 | -6
Cc1c(C#N)c2ccccc2n1CC(=O)NCC1CCCO1 (centres undefined) | 10 | -8
CC(=O)NCCc1ccc(S(=O)(=O)NC2OC(=O)c3ccccc32)cc1 (centres undefined) | -8 | -3
CCN1CCN(C2CCN(C(C)=O)CC2)CC1 | . | -3
O=C(NCC12CC3CC(C1)CC(CNC(=O)N1CCCC1)(C3)C2)N1CCCC1 | 6 | 3
C/C(=N\NC(N)=O)C1(C)CCCCC1 | -9 | .
COC(=O)Cn1c(CN2CCOCC2)nc2c1c(=O)n(C)c(=O)n2C | . | -6

4 of the compounds above, field by field.
CC(=O)c1c(O)n(C2CCCCCC2)c(=O)[nH]c1=O
  RmlCD inh mix: -8
  RT RNaseH block: -5
CC(=O)N(C1=NCCCS1)c1ccccc1F
  RmlCD inh mix: 23
  RT RNaseH block: -25
Cc1cc(C)n(CCc2nc(-c3ccco3)cs2)n1
  RmlCD inh mix: -6
  RT RNaseH block: .
COc1cnc(N(C)C)nc1Sc1ccc(Cl)cc1
  RmlCD inh mix: -61
  RT RNaseH block: .

Further results:
SMILES | RmlCD inh mix | RT RNaseH block
Cc1ccc(C(=O)O)cc1S(=O)(=O)N1CCC(C(=O)O)CC1 | -13 | -7
COC(=O)c1ccccc1NC(=O)C1CC(=O)N(c2ccc(F)cc2)C1 (centres undefined) | -31 | -32
Cc1c(NCc2cc(Cl)ccc2O)c(=O)n(-c2ccccc2)n1C | 4 | .
O=S(=O)(CCSc1nc2ccccc2o1)c1nc2ccccc2s1 | -8 | -17
O=C1C(=O)N(CCCN2CCOCC2)C(c2cccs2)/C1=C(/O)c1ccc2c(c1)OCO2 (centres undefined) | -14 | 6
COc1ccccc1-c1nc(C#N)c(N2CCC(C(N)=O)CC2)o1 | 32* | .
CCOc1ccc(-c2nc(C#N)c(NCC3CCCO3)o2)cc1 (centres undefined) | 5 | .
CCOC(=O)C1=C(C)OC(N)=C(C#N)C1c1ccc(O)c(OC)c1 (centres undefined) | -14 | .
CCOC(=O)C1CCN(C(=O)Cc2c(C(=O)O)n(CC)c3ccccc23)CC1 | 7 | -11
COc1ccc2[nH]c(=O)c(CN(C(=O)c3cccnc3)c3ccccc3OC)cc2c1 | 1 | -13
CC(=O)Nc1ccc(S(=O)(=O)N2CCCN(S(=O)(=O)c3ccc(C)cc3)CC2)cc1 | 6 | -12
COCCNC(=O)c1c(NC(=O)c2ccco2)n(Cc2ccccc2)c2nc3ccccc3nc12 | -45 | 25
CNc1oc(-c2ccccc2)nc1C#N | 30 | -28
CCc1cc(=O)oc2cc(C)cc(OC(C)C(=O)O)c12 (centres undefined) | 30 | 3
CC(C)Cc1nnc(NC(=O)c2cc(-c3ccccc3)nc3ccccc23)s1 | 3 | .
O=C(Nc1ccccc1F)c1ccco1 | -16 | .
CC(C)OCCCNC(=O)c1ccncc1 | -9 | -2
COc1ccc(Br)cc1C1CC(=O)N2CN(Cc3ccccc3)CSC2=C1C#N (centres undefined) | -3 | 31
Cc1ccc(NC(CNS(=O)(=O)c2ccc(Cl)cc2)c2ccccc2)cc1 (centres undefined) | 7 | .
Clc1ccc(OCCCc2nc(-c3ccncc3)no2)c(Cl)c1 | -4 | .
COc1cc(OC)nc(Oc2ccccc2C(=O)Oc2ccc(Cl)cc2)n1 | 2 | .
O=S(=O)(c1ccc(OCC(O)CN2CCC(Cc3ccccc3)CC2)cc1)N1CCOCC1 (centres undefined) | 2 | -5
COc1ccc(Cl)cc1N1CC(c2nc3ccccc3[nH]2)CC1=O (centres undefined) | 9 | -6
COc1cc(C(=O)NCCC(=O)NCCCN2CCCCC2C)cc(OC)c1OC (centres undefined) | -7 | 8
Cc1ccc(NC(=O)CCC(=O)OCC(=O)c2ccc(Oc3ccc([N+](=O)[O-])cc3)cc2)c(C)c1 | -9 | .
CCC1=NC(c2ccc(OC)cc2)N(O)C1(C)C (centres undefined) | 7 | .
CC(=O)Nc1ccc(S(=O)(=O)N2CCCN(S(=O)(=O)c3ccc(NC(C)=O)cc3)CC2)cc1 | -3 | -12
CCC(C)Cn1c(S(=O)(=O)O)nc2ccccc21 (centres undefined) | -10 | -5
CCOC(=O)c1ccc(N2C(=O)c3n[nH]c(C)c3C2c2ccc(OC)cc2OC)cc1 (centres undefined) | 6 | 0
CC(OC(=O)CN(C)S(=O)(=O)c1ccc(Cl)cc1)C(=O)Nc1ncc(Cl)cc1Cl (centres undefined) | -5 | .

Single records, from the list above:
Profile of O=C(Cn1c(=O)n(Cc2ccco2)c(=O)c2ccccc21)NCC1CCCO1 (centres undefined) → RmlCD inh mix = 4; RT RNaseH block = -12
Profile of CC(=O)N(C1=NCCCS1)c1ccccc1F → RmlCD inh mix = 23; RT RNaseH block = -25
Profile of Cc1cccc(-n2c(CNC(=O)c3ccccc3)nnc2SCC(=O)Nc2nccs2)c1 → RmlCD inh mix = -3; RT RNaseH block = 0

(next part)
SMILES | RmlCD inh mix | RT RNaseH block
COC(=O)C1=CNC=C(C(=O)OC)C1c1ccc(Cl)cc1 | -24 | -27
CCN(CC)C(=S)SCC(=O)c1ccc(F)cc1 | 4 | .
O=C(CN(Cc1cccs1)C(=O)CSc1nnc(COc2ccccc2)o1)NC1CCCCC1 | -11 | .
O=C(NCCCN1CCN(Cc2ccccc2)CC1)c1nnc(Cc2c(F)cccc2Cl)o1 | 5 | 2
CCC(=O)Nc1nc(=S)ss1 | 6 | .
O=C(c1ccco1)N1CCN(c2ncnc3c(-c4ccccc4)nsc23)CC1 | 3 | 3
CCOC(=O)C(C(=O)Nc1nc2ccccc2s1)C1CCCCC1 (centres undefined) | 26 | .
O=C(CN1C(=O)c2ccccc2C1=O)N1CCN(c2nnc(-c3ccccc3)c3ccccc23)CC1 | -11 | 1
O=c1c2ccccc2nc(-c2ccccc2)n1-n1cccc1 | 1 | -10
COC(=O)c1[nH]c2ccc(C)cc2c1NC(=O)C(C)N1CCN(C2CCCCC2)CC1 (centres undefined) | 8 | 2
CCN(CC)c1ccc2cc(C(=O)Nc3ccc(-n4cnnn4)c(OC)c3)c(=O)oc2c1 | . | 6
Cc1ccc(C(C)C)c(OCC(=O)Nc2ccc3c(c2)nc(CN2CCCC2)n3C)c1 | 0 | .
CC(C)(C)NC(=O)CSc1nnnn1C(C)(C)C | 0 | -21
Cc1cccc(C)c1OCC(=O)NNC(=O)Nc1ccc(Cl)cc1 | 5 | .
O=C(Oc1ccc(-c2nnco2)cc1)N1CCOCC1 | 4 | -1
CCOc1ccc(C2C(C(=O)OC)=CN(CCOC)C=C2C(=O)OC)cc1 | -9 | 0
CC(C)Oc1ccc(N2CC(C(=O)OCC(=O)NCc3ccccc3)CC2=O)cc1 (centres undefined) | -9 | .
CCCCCn1c(=O)c(C(=O)OCC)c(O)c2ccccc21 | 2 | -3
Cc1oc(-c2cccc(Cl)c2)nc1CN1CCC(C(=O)N2CCN(c3ccccn3)CC2)CC1 | . | 1
CCCCN(CCCNC(=O)C1CCCN(S(=O)(=O)CC)C1)Cc1ccccc1 (centres undefined) | 12 | -29
Cc1cccc(NC(=O)CSc2nc(COc3ccccc3)nc3ccccc23)c1C | 7 | .
COc1ccc(Cl)cc1N1CCN(CCNC(=O)Nc2ccccc2C)CC1 | . | 6
COc1nc(N(C#N)CC(N)=O)nc(N2CCCC2)n1 | 10 | -17
Cc1cc(C)c2c(CC(=O)NCc3ccco3)coc2c1 | 2 | -8
CCOC(=O)c1[nH]c(C)c(C(=O)Nc2ccc(C)c(C)c2)c1C | 8 | 1
Cc1oc2cc(O)cc(O)c2c(=O)c1-c1ccc2c(c1)OCCCO2 | -14 | -2
Cc1ccc(Nc2nc(C)cc(C)c2C(N)=O)cc1 | -11 | .
FC(F)(F)c1ccc(C2[C@H]3CN(CC4CCCCC4)[C@H](c4ccccc4)C34CC2(c2cccnc2)C4)cc1 (some centres undefined) | -19 | .
O=C1CCCCC1C(Nc1ccc(Cl)cc1)c1ccccc1 (centres undefined) | -12 | .
O=C(c1ccccc1)c1cncc(Br)c1 | 3 | -23
CCOc1ccc(C(=O)NCc2cccs2)cc1 | -22 | 3
S=C(NCc1cccs1)Nc1ccc(Cl)cc1 | -10 | .
CC(C)CN1CCC(=O)N([C@H](CSc2ccc(Br)cc2)Cc2ccccc2)CC1 | 6 | .
CCOC(=O)c1cccc(NC(=O)CCc2c(C)nc3ncnn3c2C)c1 | 1 | -4
CCOC(=O)C(C)NC(=O)C(NC(=O)C1CCC(CC)CC1)C(C)C (centres undefined) | i | 1
Cc1nc2c(nnn2Cc2ccccc2)c(=O)n1-c1ccccc1 | . | -1
Nc1nnc(SCc2coc(-c3ccc(Cl)cc3)n2)s1 | -13 | -8
CCOCCCn1cnc2c(c1=O)c1nc3ccccc3nc1n2-c1ccccc1 | -27 | -14
CC(=O)c1ccc(OCC(O)CN2CCCC(C)C2)cc1 (centres undefined) | -4 | -5
Cc1nc2sc3c(NCc4ccco4)ncnc3c2c2c1COC(C)(C)C2 | 47 | -12
Cc1cc(C)c2c(CN3CCN(CCO)CC3)cc(=O)oc2c1 | 6 | -11
C=CCC(Nc1ccccc1)C12C=CC(O1)C(C(=O)OC)=C2C(=O)OC (centres undefined) | 2 | .

This is a subset; the hit share may differ from the screen's.
